# Compound activity (PubChem BioAssay)
# RSV CPE inhibition: RSV antiviral activity via CPE protection, HEp-2 cells, primary 10 µM value included (AID 2391); HEp-2 cells, RSV-induced CPE inhibition; higher % means a stronger effect; CPE inhibition, % at 10 µM; hits with a dose series show IC50 in µM; 310,000 compounds, 0.13% hits; in the data active = a potency from the dose series; note: strong numbers were not always called active
# Large T inhibition: SV40 large T antigen inhibitors, biochemical (AID 1903); SV40 large T antigen ATPase/helicase inhibition assay; higher % means a stronger effect; one-dose inhibition, % at 20 µM; IC50 in µM for titrated hits; 310,000 compounds, 0.39% hits; in the data active = a potency from the dose series; note: strong numbers were not always called active
# K1F lysis inhibition: protection from phage-mediated lysis, alamar blue read-out – E. coli UTI89, K1F phage, bacterial capsule biogenesis inhibitors (AID 488966); E. coli UTI89 K1F phage lysis, alamar blue, 2 h; higher % means a stronger effect; one-dose inhibition, % at 100 µM; IC50 in µM for titrated hits; 340,000 compounds, 0.02% hits;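 active = phage lysis inhibition, versus mean bacterial control, above a set limit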;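 note: capsule biogenesis inhibitors block K1F phage lysis so surviving cells raise fluorescence; higher fluorescence means more inhibition of phage lysis; actives were called in the ten point dose series up to 300 µM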
# GPR35 arrestin U2OS: inhibition of zaprinast-stimulated GPR35 beta-arrestin translocation – imaging, U2OS, beta-arrestin-GFP, zaprinast agonist, primary screen (AID 2058); U2OS GPR35 beta-arrestin-GFP translocation imaging, zaprinast antagonism; higher % means a stronger effect; inhibition, % at 10 µM, or IC50 in µM where a hit was titrated; 290,000 compounds, 0.052% hits;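 active = inhibition of at least 50% with at least 30 cells and total cytoplasm GFP at most 10,000,000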
# MgcRacGAP inhibition: MgcRacGAP GTPase-activating activity inhibitors, confirmation, biochemical, ADP Hunter fluorescence; MgcRacGAP-stimulated Rac1 GTP hydrolysis, ADP Hunter fluorescence; higher % means a stronger effect; GST-tagged Rac1 F28L mutant substrate; AID 624330; 340,000 compounds, 0.6% hits; one-dose inhibition, % at 30 µM; IC50 in µM for titrated hits;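 active = first-screen hits whose inhibition reached a set limit at any dose in the follow-up dose series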;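 note: fluorescence reports GDP produced by GAP-driven GTP hydrolysis; strong numbers were not always called active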
# HIV fusion peptide: inhibitors of HIV fusion peptide binding, primary screen, biochemical, uHTS, fluorescence dequenching (AID 1986); cell-free peptide binding, fluorescence dequenching, 30 min; higher % means a stronger effect; inhibition, % at 20 µM, or IC50 in µM where a hit was titrated; 290,000 compounds, 0.3% hits; in the data active = inhibition mostly above about 52%, no sharp cut-off; inactive = mostly below about 76%; note: some results filed as inactive read as strong as hits
# GPR55 LPI antagonism: inhibition of LPI-stimulated GPR55 beta-arrestin translocation – imaging, U2OS, beta-arrestin-GFP, LPI agonist, primary screen (AID 2013); U2OS GPR55 beta-arrestin-GFP translocation imaging, LPI antagonism; higher % means a stronger effect; one-dose inhibition, % at 10 µM; IC50 in µM for titrated hits; 290,000 compounds, 0.13% hits;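 active = spots per cell inhibited over 60%, with over 100 cells counted and total cytoplasm intensity under 500,000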;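 note: U2OS cells stably carrying GPR55 and arrestin-GFP stimulated by 5 µM LPI near EC80; imaged beta-arrestin-GFP aggregate spots per cell after agonist stimulation; plate controls were LPI-stimulated DMSO wells for no effect and DMSO wells without LPI for full effect; some results filed as inactive read as strong as hits; confirmed hits need IC50 under 10 µM and bright autofluorescent wells are also inconclusive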
# NS5 inhibitors: Dengue-2 NS5 methyltransferase inhibitors, primary screen, biochemical, confirmation dose response (AID 588689); Dengue-2 NS5 methyltransferase capping enzyme assay, biochemical; higher % means a stronger effect; inhibition, % at 25 µM; hits with a dose series show IC50 in µM; 340,000 compounds, 0.3% hits; in the data active = a potency from the dose series
# PhoP inhibition: PhoP-dependent GFP reporter repression – Salmonella Typhimurium, primary screen (AID 1863); one-dose inhibition, % at 50 µM; IC50 in µM for titrated hits; S. Typhimurium PhoP-regulated promoter GFP reporter, 4 h; higher % means a stronger effect; 300,000 compounds, 0.16% hits;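 active = inhibition over 29.93%, a cutoff 3 SD above the screen mean, later confirmed by dose response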;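 note: 0% = low Mg2+ inducing control and 100% = high Mg2+ repressing control; strong numbers were not always called active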
# NS5 inhibitors pilot replicate: further read-out of NS5 inhibitors, marked with its call; inhibition, %; measured here: pilot screen replicate inhibition
# The depositor's hits bear a star; . = no result given; [ ] = remark or other dose.
SMILES,RSV CPE inhibition,Large T inhibition,K1F lysis inhibition,GPR35 arrestin U2OS,MgcRacGAP inhibition,HIV fusion peptide,GPR55 LPI antagonism,NS5 inhibitors,PhoP inhibition,others
CC(=O)NC(C)(CC(=O)c1ccccc1)c1ccccc1 (centres undefined),2.5%,3%,-1.0%,.,11%,.,.,-1%,.,
O=C(CN1C2=NCCN2c2ccccc21)C12CC3CC(CC(C3)C1)C2,-0.1%,0%,0.6%,17%,-1%,0.5%,9%,.,1%,
CC(C)c1ccc(C(=O)NNC(=O)c2n[nH]c(=O)c3ccccc23)cc1,2.7%,.,0.6%[50 µM],.,6%,.,.,-7%,.,
CC(C)n1nc(Cc2cccc3ccccc23)c(C#N)c1N,0.4%,24%,-0.1%,.,3%,.,.,-4%,.,
COc1ccc(NC(=O)CN2CCN(c3c(C)cc(C)cc3C)CC2)cc1,4.4%,3%,0.2%,-2%,4%,-1.6%,-16%,1%,-4%,NS5 inhibitors pilot replicate=1.5
O=C(CSc1n[nH]c(-c2ccccc2)n1)NC1CCCCC1,7.1%,15%,0.9%,7%,7%,-1.1%,16%,1%,-6%,
O=C(OCc1cc(Cl)ccc1OC(F)F)c1ccc([N+](=O)[O-])o1,2.1%,3%,.,9%,.,0.8%,12%,.,5%,
Clc1ccc(/C=N/c2c(-c3ccc(Cl)cc3)nc3n2CCS3)cc1,1.8%,1%,-0.2%,5%,2%,-2.6%,14%,5%,5%,
O=C(Nc1ccc(-c2nnn(CC(=O)N3CCN(C(=O)c4ccco4)CC3)n2)cc1)c1ccccc1F,6.0%,-1%,.,-3%,.,-0.3%,-3%,.,5%,
CC(C)(C)c1ccc(C(=O)NCCC(=O)NC2=NCCS2)cc1,-0.1%,.,0.9%[50 µM],.,-6%,.,.,-6%,.,

# Sorted by molecular weight (high to low): some entries from above.
SMILES,RSV CPE inhibition,Large T inhibition,K1F lysis inhibition,GPR35 arrestin U2OS,MgcRacGAP inhibition,HIV fusion peptide,GPR55 LPI antagonism,NS5 inhibitors,PhoP inhibition,others
O=C(Nc1ccc(-c2nnn(CC(=O)N3CCN(C(=O)c4ccco4)CC3)n2)cc1)c1ccccc1F,6.0%,-1%,.,-3%,.,-0.3%,-3%,.,5%,
Clc1ccc(/C=N/c2c(-c3ccc(Cl)cc3)nc3n2CCS3)cc1,1.8%,1%,-0.2%,5%,2%,-2.6%,14%,5%,5%,
COc1ccc(NC(=O)CN2CCN(c3c(C)cc(C)cc3C)CC2)cc1,4.4%,3%,0.2%,-2%,4%,-1.6%,-16%,1%,-4%,NS5 inhibitors pilot replicate=1.5

# More entries follow:
SMILES,RSV CPE inhibition,Large T inhibition,K1F lysis inhibition,GPR35 arrestin U2OS,MgcRacGAP inhibition,HIV fusion peptide,GPR55 LPI antagonism,NS5 inhibitors,PhoP inhibition,others
O=C1c2ccccc2C(O)(c2ccccc2)N1CCc1ccccc1 (centres undefined),0.8%,4%,0.0%,6%,-4%,1.0%,-5%,4%,-3%,NS5 inhibitors pilot replicate=-6.4
CC(C)CN(C(=O)CSc1nc(-c2ccccc2)cn1N)c1c(N)n(Cc2ccccc2)c(=O)[nH]c1=O,-2.4%,29%,2.1%[50 µM],.,2%,.,.,-4%,-2%,
C/C(=N/NC(=O)c1ccccn1)c1ccco1,-0.3%,7%,0.4%,-2%,9%,-2.9%,-2%,-3%,2%,
C=CCn1c(SCC(=O)c2c(N)n(C3CC3)c(=O)[nH]c2=O)nnc1-c1ccoc1C,1.6%,.,2.9%,.,8%,.,.,-4%,.,
O=C(NCc1cccnc1)c1cccn1-c1ncc(C(F)(F)F)cc1Cl,0.2%,24%,0.3%,-6%,4%,0.9%,4%,-7%,-9%,
O=C(NC1CCCCC1)c1cc(C(=O)c2ccccc2Br)c[nH]1,2.8%,5%,-0.4%,0%,3%,2.5%,12%,-11%,11%,
OCC[C@H]1C[C@@H](O)[C@H](O)[C@@]2(CCCCO2)O1,3.8%,12%,3.9%,.,6%,.,.,-6%,.,
Nc1cccc(-n2nncc2-c2ccc(Cl)cc2)c1,.,10%,.,1%,.,-3.3%,-6%,.,5%,
CCN1C(=O)N[C@@H](c2ccccc2)C(C(=O)OC)=C1C,1.8%,17%,-0.1%,.,4%,.,.,-8%,6%,
CC(CN1CCOCC1)OC(=O)C1COc2ccccc2O1 (centres undefined),0.1%,.,-0.3%,23%,0%,-1.0%,3%,3%,.,

# 2 compounds picked at random from the list so far:
SMILES,RSV CPE inhibition,Large T inhibition,K1F lysis inhibition,GPR35 arrestin U2OS,MgcRacGAP inhibition,HIV fusion peptide,GPR55 LPI antagonism,NS5 inhibitors,PhoP inhibition,others
CCN1C(=O)N[C@@H](c2ccccc2)C(C(=O)OC)=C1C,1.8%,17%,-0.1%,.,4%,.,.,-8%,6%,
COc1ccc(NC(=O)CN2CCN(c3c(C)cc(C)cc3C)CC2)cc1,4.4%,3%,0.2%,-2%,4%,-1.6%,-16%,1%,-4%,NS5 inhibitors pilot replicate=1.5

# Further structures follow:
SMILES,RSV CPE inhibition,Large T inhibition,K1F lysis inhibition,GPR35 arrestin U2OS,MgcRacGAP inhibition,HIV fusion peptide,GPR55 LPI antagonism,NS5 inhibitors,PhoP inhibition,others
CCOc1ccc(NS(=O)(=O)c2ccc(C(=O)NCCCN3CCOCC3)cc2)cc1,-0.4%,-1%,-0.2%,-12%,-2%,-0.6%,-14%,3%,3%,
CCOC(CCNC(=O)c1cn(-c2cccc(C)n2)cn1)OCC,1.2%,6%,0.7%,0%,6%,-3.0%,16%,.,3%,
COc1ccccc1NC(=O)C(=O)/C=C(\O)c1ccccc1,1.4%,12%,0.7%,-2%,7%,3.8%,2%,-2%,0%,
CC(=O)Oc1ccc2oc3c(c2c1)C(=O)CCC3,0.0%,12%,0.6%,2%,3%,16%,11%,2%,10%,
Cc1cc(Cl)c(S(=O)(=O)Nc2ccc3c(c2)OCCO3)cc1OCC(=O)NC1CCCCC1,14%,4%,0.6%,2%,10%,1.7%,2%,-4%,13%,NS5 inhibitors pilot replicate=-0.5
O=C(C1=C[C@H](c2ccc(C(F)(F)F)cc2)C[C@H](OCc2ccc(CO)cc2)O1)N1CCCCCCC1,-3.2%,5%,-1.0%,-24%,0%,3.5%,1%,2%,-10%,
CCOC(=O)c1sc(NC(=O)c2ccc(OC)cc2)nc1C,-1.0%,1%,-3.0%,9%,4%,-0.4%,-3%,-5%,13%,
COc1ccccc1CNC(=O)COC(=O)c1cccc(S(=O)(=O)N2CCOCC2)c1,0.2%,11%,1.2%[50 µM],.,10%,.,.,-4%,1%,
CCOc1ncnc2c1oc1nc(CC(C)C)c3c(c12)CC(C)(C)OC3,-0.7%,33%,5.3%,18%,7%,-0.8%,4%,7%,-6%,
O=C(/C=C/c1cnc2ccccc2n1)NC1CCCCCC1,1.9%,6%,0.5%[50 µM],-10%,2%,0.9%,-6%,-2%,-16%,
Cc1cccc2c(=O)cc(C(F)(F)F)[nH]c12,.,4%,2.4%,-2%,0%,1.3%,-14%,-9%,-6%,
COc1cccc(-c2nc(-c3ccccn3)no2)c1OC,2.6%,7%,2.7%,14%,11%,0.9%,-8%,-1%,-4%,
O=C(O)c1cccc(NC(=O)C2C3C=CC(C3)C2C(=O)OCC(F)(F)C(F)F)c1 (centres undefined),-0.1%,1%,-0.1%,4%,11%,1.5%,5%,-7%,-11%,
Cn1c(=O)c2c(nc(N3CCN(c4ccccc4)CC3)n2CCCc2ccccc2)n(C)c1=O,-1.1%,-2%,0.7%,-4%,14%,-1.1%,8%,-2%,8%,
CCCCN(C(=O)c1ccc(Br)o1)C1CCS(=O)(=O)C1 (centres undefined),-2.5%,8%,0.8%[50 µM],.,3%,.,.,-1%,0%,
COc1ccc(Cn2c(SCC(=O)NCc3ccco3)nc3ccsc3c2=O)cc1,1.6%,-1%,-0.4%,11%,13%,0.9%,5%,-2%,-3%,
CS(=O)(=O)N1CCN(C(=O)CSc2ccccc2)CC1,1.7%,8%,0.2%,7%,-3%,2.2%,12%,.,-7%,
COc1cc(/C=C/c2nc3ccc([N+](=O)[O-])cc3s2)ccc1OCC(=O)O,1.0%,12%,.,6%,.,21%,3%,.,-7%,
CC(C)c1ccc(NC2CCCN(C(=O)c3cnc4ccccn4c3=O)C2)cc1 (centres undefined),3.0%,22%,0.5%,-2%,8%,2.5%,1%,3%,-6%,
CCCCn1nc(C(=O)OCC(=O)Nc2sccc2C(N)=O)c2ccccc2c1=O,1.7%,-1%,0.1%,-4%,14%,0.3%,12%,-2%,5%,

# Structures above containing bromine, in the order listed:
SMILES,RSV CPE inhibition,Large T inhibition,K1F lysis inhibition,GPR35 arrestin U2OS,MgcRacGAP inhibition,HIV fusion peptide,GPR55 LPI antagonism,NS5 inhibitors,PhoP inhibition,others
O=C(NC1CCCCC1)c1cc(C(=O)c2ccccc2Br)c[nH]1,2.8%,5%,-0.4%,0%,3%,2.5%,12%,-11%,11%,
CCCCN(C(=O)c1ccc(Br)o1)C1CCS(=O)(=O)C1 (centres undefined),-2.5%,8%,0.8%[50 µM],.,3%,.,.,-1%,0%,

# Next part:
SMILES,RSV CPE inhibition,Large T inhibition,K1F lysis inhibition,GPR35 arrestin U2OS,MgcRacGAP inhibition,HIV fusion peptide,GPR55 LPI antagonism,NS5 inhibitors,PhoP inhibition,others
N#C/C(=C\c1cccc([N+](=O)[O-])c1)c1ccccn1,-0.1%,11%,0.5%,2%,10%,-1.2%,0%,-5%,5%,
c1ccc(-c2nnc(SCc3cn4ccsc4n3)o2)cc1,3.0%,13%,3.8%,-24%,4%,-1.0%,-2%,-1%,24%,
CCOC(=O)C1=C(C)NC(=O)NC1c1ccc2c(c1)OCCO2 (centres undefined),1.5%,0%,2.3%,14%,-11%,0.4%,12%,-3%,-3%,
COC(=O)CCC(=O)NNC(=O)C1CC1(c1ccccc1)c1ccccc1 (centres undefined),-1.6%,8%,0.3%,-2%,11%,0.6%,-4%,3%,11%,
CC(C)c1nc2sc3c(=S)nc[nH]c3c2c2c1CCC2,43%,11%,-1.1%,-2%,9%,1.0%,-6%,-11%,-8%,
Cc1ccccc1Nc1nc(N)nc(CSc2nc3ccccc3c(=O)n2C)n1,10%,11%,0.4%,-1%,4%,0.2%,-12%,-1%,-9%,
O=C(O)c1nnn(-c2cccc(C(F)(F)F)c2)c1-c1ccccc1,2.4%,11%,-0.8%,21%,12%,-0.4%,9%,7%,-6%,
